Source: PubChem BioAssay (National Center for Advancing Translational Sciences (NCATS))
BCR signal inh: qHTS Assay to Find Inhibitors of Chronic Active B-Cell Receptor Signaling; ABC-DLBCL IkBa-CBG/CBR reporter, luminescence ratio, 4 h; Potency, µM (titrated, usually from 46.1 µM), inactives show at the top dose ratio change, negative = lower green/red ratio, most hits filed as inhibitors; 0.05% of 340,000 active; AID 493014, 2011; active means well fitted inhibition curve with a large enough effect in the signal ratio, with a control signal flat, not every such curve was filed as active; inconclusive means small, poorly fitted or top-dose-only effect, or effect the other way, or a change in a side signal; the % refers to the signal ratio;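 further: potency means the concentration at half of the fitted maximal effect; plate controls were basal doxycycline-induced cells for no effect and cells given 10 µM MG132 for full effect; MG132 reads +100%, hits lower the ratio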
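Doxycycline induced both beetle luciferases in TMD8 lymphoma cells; IKK-driven degradation limits the IkappaBalpha-fused green signal, while red luminescence normalises for cell number and nonspecific effects. Compounds tested up to 46 uM, 4 hrs.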
Eya2 inh: qHTS Assay for Inhibitors of the Phosphatase Activity of Eya2 | AID 488837, 2010 | Protein phosphatase EYA2 (Homo sapiens), O00167 | recombinant Eya2, OMFP fluorescence dephosphorylation (OMFP is methylfluorescein phosphate) | 0.006% of 330,000 active | Potency, µM (top dose mostly 76.9 µM), without a hit: at the highest dose activity, negative = inhibition, usual class: inhibitors; further: potency means the concentration at half of the fitted maximal effect; on the % scale 0 is the no-effect control and ±100 the full control effect
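Eya2 protein (added as 0.2 uM solution) was preincubated with compound for 10 min at ambient temperature in 50 mM HEPES pH 7.5, 50 mM NaCl, 5 uM MgCl2, 0.05% BSA, 1 mM DTT. OMFP (added at 50 uM) then reacted 10 min; fluorescence read at 485/525 nm.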
ELG1 DNA repair: qHTS screen for small molecules that inhibit ELG1-dependent DNA repair in human embryonic kidney (HEK293T) cells expressing luciferase-tagged ELG1; HEK293T ELG1-luciferase reporter, luminescence, 16 h; DNA damage induced by 5-fluorouridine; Potency, µM (titrated, usually from 46.1 µM), for the others: top-dose activity change, negative = inhibition, most hits filed as inhibitors; 2.3% of 330,000 active; AID 504467, 2011; further: potency means the concentration at half of the fitted maximal effect; on the % scale 0 is the no-effect control and ±100 the full control effect; nearly all actives have a fitted effect of over 55% in size
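5-Fluorouridine DNA damage + compound/DMSO, 2,000 cells/well, 16 h, 37 °C/5% CO2. ONE-Glo, 30 min RT, luminescence. Readout = decrease in reporter signal.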
B2AR arrestin: qHTS assay of beta-arrestin-biased ligands of beta2-adrenergic receptor; 0.02% of 330,000 active; Potency, µM (top dose mostly 46.1 µM), for the others: at the highest dose activation, most hits filed as activators; beta-arrestin recruitment to beta2AR, cell-based reporter; AID 492947, 2010;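 further: potency means the concentration at half of the fitted maximal effect; 0% = DMSO controls and full agonism = EC100 isoproterenol or metaproterenol; nearly all actives have a fitted effect of over 65% in size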
Target sequence (P07550 whole entry, looked up): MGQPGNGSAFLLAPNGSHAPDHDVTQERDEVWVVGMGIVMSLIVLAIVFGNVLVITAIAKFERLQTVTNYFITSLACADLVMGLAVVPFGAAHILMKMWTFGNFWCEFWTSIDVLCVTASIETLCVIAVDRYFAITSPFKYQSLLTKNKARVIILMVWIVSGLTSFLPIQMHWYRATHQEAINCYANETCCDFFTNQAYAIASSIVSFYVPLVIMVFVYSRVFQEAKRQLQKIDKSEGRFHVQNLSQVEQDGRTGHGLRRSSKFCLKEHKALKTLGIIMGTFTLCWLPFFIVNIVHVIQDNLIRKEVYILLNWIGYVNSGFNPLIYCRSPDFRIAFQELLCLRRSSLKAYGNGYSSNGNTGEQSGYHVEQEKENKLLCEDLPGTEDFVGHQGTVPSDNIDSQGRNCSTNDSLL
TCR act: Activators of T cell receptors: qHTS campaign. primary human leukocytes, anti-CD3, IL-2 HTRF, 48 h. 330,000 tested, under 10 active. Potency, µM (doses to about 9.22 µM), inactives show at the top dose activation of IL-2 secretion, hits mostly activators. AID 504894, 2011; further: % of control where 0% means no effect
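1) Mix primary human leukocytes, a-CD3 beads and compound. 2) Incubate 48 hr. 3) Add HTRF IL-2 reagents (a-IL-2-K, a-IL-2-d2).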
uPA surface inh: qHTS for Inhibitors of Cell Surface uPA Generation | cell surface uPA generation assay, qHTS | Potency, µM (highest dose often 38.3 µM), without a hit: at the top dose activity change, negative = inhibition, usual class: inhibitors | 0.31% of 330,000 active | AID 540303, 2011; active means well fitted inhibition curve with a large enough effect; inconclusive means small, poorly fitted or top-dose-only effect; inactive means no such curve, though single readings can be large or run the other way; tested in mouse RAW 264.7 cells; further: potency means the concentration at half of the fitted maximal effect; on the % scale 0 is the no-effect control and ±100 the full control effect; nearly all actives have a fitted effect of over 55% in size
Tb PFK block: qHTS Assay to Find Inhibitors of T. brucei phosphofructokinase | T. brucei PFK, ADP-Glo luminescence | Potency, µM (doses to about 57.5 µM), inactives show top-dose activity, negative = inhibition, usual class: inhibitors | 0.17% of 330,000 active | AID 485367, 2010;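 further: potency means the concentration at half of the fitted maximal effect; 0% = uninhibited 1x PFK enzyme wells and -100% = no-enzyme wells; nearly all actives have a fitted effect of over 60% in size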
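Compounds were pin-transferred as a titration series up to 57 uM into substrate buffer (0.5 mM F6P, 0.1 mM ATP, pH 8.0), then 1.25 nM PFK was added and reactions ran 45 min before ADP-Glo detection.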
Mito fusion act: qHTS Assay for Small Molecule Inhibitors of Mitochondrial Division or Activators of Mitochondrial Fusion; AID 485298, 2010; S. cerevisiae fusion-defective mutant growth rescue, CellTiterGlo 48 h; Potency, µM (titrated, usually from 46.1 µM), inactives show at the highest dose growth rescue (activation), usual class: activators; 0.23% of 320,000 active;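 further: potency means the concentration at half of the fitted maximal effect; % of control where 0% means no effect; nearly all actives have a fitted effect of over 45% in size; temperature-sensitive fusion mutants such as fzo1-1 at 37 °C on non-fermentable ethanol glycerol medium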
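Growth-rescue viability read-out: after 48 h at the non-permissive 37C in glycerol/ethanol YPEG, yeast mitochondrial fusion mutants are measured by CellTiterGlo luminescence; compounds (23 nl pinned per well) restoring growth score as division inhibitors or fusion activators.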
TSHR antagonist: Antagonists of the Thyroid Stimulating Hormone Receptor: HTS campaign. 0.2% of 330,000 active. Thyrotropin receptor (Homo sapiens), P16473. activity change, negative = inhibition, % at 11.5 µM. TSHR-expressing cells, TSH-stimulated cAMP HTRF, 2 h; stronger effect = lower value;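 active means activity change below a set negative limit, meaning inhibition stronger than a set level, cut at about -70% in these data; inconclusive means activity change between two set negative limits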; further: on the % scale 0 is the no-effect control and ±100 the full control effect
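Freshly harvested TSHR cells receive pin-tooled compound, then EC80 TSH at 4nM final. After 2 hours at 37 deg C, antibody in lysis buffer and cAMP-d2 are added; 30 minutes at ambient temperature precede the HTRF read.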
TSG101-PTAP inh: qHTS Assay for Iinhibitors of HIV-1 Budding by Blocking the Interaction of PTAP/TSG101; Fluorescence polarization, FITC-PTAP peptide / Tsg101 binding; Potency, µM (titrated, usually from 115 µM), for the others: at the highest dose activity change, negative = inhibition, usual class: inhibitors; 340,000 tested, under 10 active; AID 493005, 2010; active means well fitted inhibition curve with a large enough effect in the main read-out, with a control signal flat, not every such curve was filed as active; inconclusive means small, poorly fitted or top-dose-only effect, or effect the other way, or a change in a side signal; inactive means no such curve, though single readings can be large or run the other way; further: potency means the concentration at half of the fitted maximal effect; % of control where 0% means no effect
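Tsg101 binding domain (10 uM final) was mixed with compound and a FITC-labeled PTAP peptide (50 nM final) in HEPES pH 7.5 buffer with NaCl, Tween 20, EDTA and TCEP; fluorescence polarization was read after 20 min at r.t.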
USP2a inh: qHTS Assay for Inhibitors of Ubiquitin-specific Protease USP2a Using CHOP2 as the Reporter | Ubiquitin carboxyl-terminal hydrolase 2 (Homo sapiens), O75604 | USP2 core, Ub-CHOP2 coupled fluorogenic reporter, 485/531 | Potency, µM (titrated, usually from 38.3 µM), for the others: at the highest dose activity change, negative = inhibition, usual class: inhibitors | 0.01% of 330,000 active | AID 463254, 2010;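 further: potency means the concentration at half of the fitted maximal effect; plate controls were DMSO wells for no effect and full inhibition by NEM control for full effect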
Target sequence (O75604 whole entry, looked up): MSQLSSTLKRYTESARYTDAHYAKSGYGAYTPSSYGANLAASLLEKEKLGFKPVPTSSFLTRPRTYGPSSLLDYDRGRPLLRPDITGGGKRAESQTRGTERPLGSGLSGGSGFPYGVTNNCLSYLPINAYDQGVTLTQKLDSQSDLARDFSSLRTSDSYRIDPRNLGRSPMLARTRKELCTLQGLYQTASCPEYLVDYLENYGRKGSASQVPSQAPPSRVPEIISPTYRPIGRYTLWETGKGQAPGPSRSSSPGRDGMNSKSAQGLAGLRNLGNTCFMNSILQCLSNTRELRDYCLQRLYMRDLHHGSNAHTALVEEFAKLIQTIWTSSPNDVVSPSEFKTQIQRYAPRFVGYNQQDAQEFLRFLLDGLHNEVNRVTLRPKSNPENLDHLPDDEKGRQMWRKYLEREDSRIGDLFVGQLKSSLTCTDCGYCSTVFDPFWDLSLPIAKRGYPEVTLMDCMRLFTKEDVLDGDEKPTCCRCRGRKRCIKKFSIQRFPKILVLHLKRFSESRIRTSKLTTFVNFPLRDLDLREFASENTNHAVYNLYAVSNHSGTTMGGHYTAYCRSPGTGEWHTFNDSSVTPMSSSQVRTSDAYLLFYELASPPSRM
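Deubiquitinase activity read as fluorescence (485/531 nm) after Ub-CHOP2 cleavage activates the enterokinase reporter on its substrate; USP2 core 10nM, Ub-CHOP2 and substrate 25nM each, 30min compound preincubation then 60min RT; data normalized to NEM, curves fitted.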
* hit, by the source's call; ? = inconclusive; nt = no result given; [ ] = remark or other dose. Unless noted, the call rests on the fitted dose curve; in most records, active means well fitted curve in the direction sought with a large enough effect; inconclusive means small, poorly fitted or top-dose-only effect, or another doubt; inactive means no such curve, though single readings can be large; an effect the other way counts as inactive or inconclusive.

Order of results: BCR signal inh	Eya2 inh	ELG1 DNA repair	B2AR arrestin	TCR act	uPA surface inh	Tb PFK block	Mito fusion act	TSHR antagonist	TSG101-PTAP inh	USP2a inh
CCOc1ccc(CN(CCC#N)C(=S)NC(=O)c2ccccc2)cc1
    9%	-19%	-16%	-0.2%	-2%[46.1 µM]	?	5%	20%	-3	-1%	3%
CC(C)CCN1CCN(Cc2cnc(-c3ccccc3)s2)CC1CCO (configuration not stated)
    5%	-14%	-4%	0.3%	-2%	0%	-1%	-2%	4	-7%	2%
C=CCn1c(SCCNC(C)=O)nc2cc(-c3ccccc3)sc2c1=O
    ?	-7%	1%	-0.9%	-4%	-4%	-17%	-3%	8	-4%	1%
O=C(Nc1cccnc1)c1cn(-c2ccccc2)nc1-c1cccs1
    ?	-10%	?	-0.4%	0%	-18%	-1%	0%	-5	-4%	-1%
Cc1ccc(NS(=O)(=O)c2cccc(C(=O)N/N=C/c3ccc4c(c3)OCCO4)c2)c(C)c1
    0%	-2%	?	2.7%	-10%[46.1 µM]	-2%	1%	-1%	15	-2%	-12%
O=C(O)c1ccc2c(c1)ncn2C1CCCCCC1
    9%	2%	nt	0.5%	2%	nt	-1%	-2%	0	1%	0%
Cc1ccc2c(c1)N(C(=O)CCC(=O)O)CCO2
    -2%	-5%	9%	-0.4%	-1%	2%	0%	-1%	-6	1%	0%
O=C(NNS(=O)(=O)c1ccccc1)c1ccc(S(=O)(=O)N2CCCCC2)cc1
    -4%	1%	5%	3.4%	0%[46.1 µM]	2%	-1%	-2%	0	1%	2%
O=C(c1cc2ccccc2oc1=O)N1CCCCCCC1
    0%	-12%	?	0.2%	nt	1%	2%	0%	7	-2%	1%
COc1ccc(C2CC(=O)c3cnn(-c4nc(C)cc(C)n4)c3C2)cc1OC (configuration not stated)
    ?	14%	?	0.1%	3%	-4%	-4%	-1%	4	-4%	14%
COc1ccc(C(C)(C)C)cc1NC(=S)NCCN1CCOCC1
    8%	-6%	4%	0.1%	-5%[46.1 µM]	13%	-3%	-3%	11	-2%	4%
Cc1cc(C(=O)N2CCN(c3ncccn3)CC2)c(C)o1
    3%	6%	15%	-0.5%	3%	nt	1%	-3%	4	-3%	-2%
O=C(O)COCC(=O)N1CCN(C(c2ccccc2)c2ccccc2)CC1
    3%	-5%	-4%	0.4%	-1%	0%	0%	-2%	5	-2%	0%
COc1ccccc1N1CC(C(=O)Nc2ccccc2N2CCCC2)CC1=O (configuration not stated)
    1%	-4%	5%	-0.2%	4%	-11%	-3%	1%	-3	-6%	1%
O=C(NCc1cccnc1)c1sc2cc(Cl)ccc2c1Cl
    -7%	12%	-10%	-0.1%	2%	nt	1%	-1%	-23	-12%	1%
COC(=O)c1nnn(CC(=O)NC(=O)Nc2ccccc2F)c1C(=O)OC
    -20%	4%	-4%	-0.3%	-1%	5%	0%	0%	-4	-8%	3%
Oc1cncc(Cc2ccccc2)c1
    1%	-20%	1%	-0.4%	1%	-5%	-8%	1%	-9	0%	-1%
CCN(C(=O)Cc1nc(N)n[nH]1)C1(C(=O)Nc2ccccc2)CCCCC1
    6%	8%	-8%	-0.3%	-2%	7%	0%	-9%	2	-1%	0%
CC(C)c1ccc(/C=N/NC(=O)c2ccc(-n3cnnn3)cc2)cc1
    -6%	?	?	0.2%	4%	-5%	-5%	-15%	13	-3%	2%
CCOC(=O)C1=CN(Cc2cccc(F)c2)S(=O)(=O)NC1c1ccc(Br)cc1F (configuration not stated)
    -1%	-9%	?	-0.2%	-2%[46.1 µM]	-1%	6%	nt	-24	-3%	?
CSc1ncccc1C(=O)OCC(=O)Nc1ccc2c(c1)CCC2
    -3%	-1%	?	0.3%	2%	3%	7%	-5%	1	-2%	-1%
CCOc1ccc(Nc2nc(N)nc(CSC(=S)N3CCOCC3)n2)cc1
    -18%	0%	?	-0.6%	8%	16%	-20%	-7%	-2	0%	0%
Cc1ccc(S(=O)(=O)CC(=O)N2CCN(c3ccc([N+](=O)[O-])cc3)CC2)cc1
    ?	-12%	10µM*	0.8%	11%	-4%	-5%	nt	15	-1%	-7%
c1ccc(-c2ccccc2OCCCN2CCCCC2)cc1
    -7%	-5%	-28%	-0.4%	-2%[46.1 µM]	2%	-1%	5%	12	1%	2%
CC(c1ccncn1)N(C)Cc1nc(Cc2ccccc2F)no1 (configuration not stated)
    8%	-13%	0%	-0.1%	1%	-5%	-2%	-2%	-5	0%	0%
CCC(C)(C)c1nnc(NC(=O)c2ccc([N+](=O)[O-])cc2)s1
    10%	11%	?	-0.4%	1%	3%	1%	-1%	-12	-2%	5%
Cc1noc(C)c1C(=O)N1CCN(CCc2ccccc2)CC1
    ?	-5%	?	-0.3%	8%	nt	-6%	-3%	3	-2%	2%
C=CCNC(=O)C1CCN(S(=O)(=O)c2ccc(Br)cc2)CC1
    -2%	2%	-2%	0.0%	0%	-2%	-5%	0%	7	-1%	0%
Cn1nc(C(F)(F)F)c2cc(C(=O)NC3CC3)sc21
    6%	3%	6%	0.3%	3%	-5%	-4%	-6%	-4	-5%	2%
COc1cccc(NC(=S)NC(=O)Cc2ccc(Cl)cc2)c1
    ?	7%	-5%	13%	-4%	-3%	-9%	-19%	-5	-1%	4%
O=C(c1cc(F)ccc1F)C1CCCN(C(=O)CCc2cnccn2)C1 (configuration not stated)
    -1%	1%	-8%	-1.2%	3%	-2%	-5%	-3%	2	-9%	2%
O=C(NCc1cccs1)C(NS(=O)(=O)c1cccc2nsnc12)c1ccccc1 (configuration not stated)
    -1%	7%	5%	-0.2%	nt	-1%	1%	0%	4	-3%	1%
CCOC(=O)C1=C(CSc2nc(-c3ccccc3)ccc2C#N)OC(N)=C(C#N)C1c1cccnc1 (configuration not stated)
    -48%	1%	?	0.1%	2%	-8%	2%	-1%	-14	6%	-6%
O=C(CSc1nc(Nc2ccccc2)nc(N2CCOCC2)n1)Nc1ccc(Br)cc1F
    2%	-27%	1%	0.1%	-7%	2%	4%	0%	-15	0%	1%
O=C(CNc1cccc(S(=O)(=O)N2CCCC2)c1)Nc1ccc(F)cc1F
    -7%	4%	-17%	-0.3%	4%	1%	20%	-3%	-11	0%	0%
C/C(=C/Cc1c(O)cc2oc(C)cc(=O)c2c1O)COC1OC(CO)C(O)C(O)C1O (configuration not stated)
    3%	9%	0%	-1.1%	7%	6%	-1%	-2%	9	-3%	2%
Cn1c(=O)c2[nH]c(Nc3ccccc3)nc2n(C)c1=O
    ?	5%	?	-1.2%	2%[46.1 µM]	14%	3%	0%	-20	-1%	2%
Cc1ccc(CNC(=O)COc2cccc3c2OC(C)(C)C3)cc1
    -10%	-24%	4%	-0.5%	-8%	20%	3%	3%	-7	2%	-1%
C[C@H](CO)N1C[C@H](C)[C@@H](CN(C)C(=O)Nc2ccc(C(F)(F)F)cc2)Oc2c(NC(=O)Cc3ccccc3)cccc2C1=O
    -1%	-20%	?	0.1%	-3%	12%	0%	nt	-4	-3%	-1%
O=c1c(N2CCOCC2)coc2ccccc12
    1%	11%	8%	0.1%	-3%	-13%	6%	4%	3	-4%	10%
Cc1n[nH]c(C)c1CCNC(=O)C1CCC(=O)N(CCc2cccc(F)c2)C1 (configuration not stated)
    0%	5%	0%	-0.6%	-10%	-6%	-14%	-1%	26	0%	3%
Cc1c(NC(=O)c2cc3c(=O)n4ccccc4nc3s2)c(=O)n(-c2ccccc2)n1C
    -1%	5%	15%	-1.0%	-2%	0%	-2%	-2%	3	3%	4%
